TMEM16A inh = blocks the mouse calcium-activated chloride channel TMEM16A. hit rate 1.2% among 310,000. HEK293 TMEM16A/YFP iodide influx fluorescence, ionomycin. AID 588511. normalized B-score (activity score, 25-100; higher = stronger inhibition) at 10 µM. Q8BHY3;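 active = ratio plate-corrected score three or more library SD toward inhibition, starting fluorescence score within five deviations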;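 note: score derived from kinetic fluorescence span divided by baseline fluorescence per well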
Target sequence (Q8BHY3 whole entry, looked up): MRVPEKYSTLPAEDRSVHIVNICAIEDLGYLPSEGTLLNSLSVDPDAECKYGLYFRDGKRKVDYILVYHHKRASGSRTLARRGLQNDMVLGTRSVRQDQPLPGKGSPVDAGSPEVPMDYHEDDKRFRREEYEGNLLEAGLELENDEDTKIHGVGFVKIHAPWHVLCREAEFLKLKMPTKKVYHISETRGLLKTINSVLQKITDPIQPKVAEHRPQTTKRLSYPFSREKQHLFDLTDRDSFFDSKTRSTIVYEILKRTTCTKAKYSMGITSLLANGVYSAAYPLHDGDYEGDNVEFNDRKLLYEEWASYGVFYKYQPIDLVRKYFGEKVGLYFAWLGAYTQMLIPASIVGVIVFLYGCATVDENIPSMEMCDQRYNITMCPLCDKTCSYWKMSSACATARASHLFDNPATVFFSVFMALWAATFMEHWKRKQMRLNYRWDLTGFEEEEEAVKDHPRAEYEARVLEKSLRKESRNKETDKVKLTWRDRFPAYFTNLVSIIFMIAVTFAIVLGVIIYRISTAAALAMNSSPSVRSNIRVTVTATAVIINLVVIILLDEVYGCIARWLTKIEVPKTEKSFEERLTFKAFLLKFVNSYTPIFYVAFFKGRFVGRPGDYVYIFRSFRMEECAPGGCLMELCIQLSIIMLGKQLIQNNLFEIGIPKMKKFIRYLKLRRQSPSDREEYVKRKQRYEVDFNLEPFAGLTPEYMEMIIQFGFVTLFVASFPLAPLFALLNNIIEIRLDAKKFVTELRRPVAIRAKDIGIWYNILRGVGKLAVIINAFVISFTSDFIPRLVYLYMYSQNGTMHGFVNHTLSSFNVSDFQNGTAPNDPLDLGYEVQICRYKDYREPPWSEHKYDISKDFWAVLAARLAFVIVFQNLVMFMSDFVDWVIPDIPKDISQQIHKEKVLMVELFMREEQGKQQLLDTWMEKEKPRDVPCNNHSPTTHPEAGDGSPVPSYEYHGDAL
TRPC4 potent = allosteric potentiators of mouse TRPC4 channel; HEK293 TRPC4beta/mu-opioid, DAMGO EC20, Fluo-4 Ca2+ flux; stronger effect = higher value; B-score at 10 µM; hit rate 0.42% among 310,000; AID 2227;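 active = B-score of calcium response area above 5 SD of library B-scores, with initial fluorescence ratio within 5 SD of library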;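 note: B-score of integrated fluorescence ratio over time as area under calcium response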
DYRK1A inh = inhibitors of rat Dyrk1A kinase; Q63470; ADP-Glo luminescence, NFATc1 peptide; inhibition, % at 12.5 µM; hit rate 0.43% among 310,000; AID 504441; in the data active = inhibition above about 50%;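 note: plate controls were vehicle with enzyme for no effect and no enzyme for full effect; many of its hits are not listed in these tables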
KCNQ1 act = human KCNQ1 channel potentiation or activation. CHO-K1 KCNQ1, thallium flux FluxOR fluorescence; stronger effect = higher value. hit rate 0.35% among 310,000. AID 2648. B-score at 10 µM;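 active = fluorescence ratio B-score, a plate-corrected score, at least three library SD, with initial intensity B-score within 5 SD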
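assay system = CHO-K1 cells stably expressing KCNQ1 | medium = assay buffer, equal DMSO in all wells | timing = 37 °C overnight plating, 90-min dark dye load, 20-min compound pretreatment | measured by = kinetic FluxOR thallium fluorescence, 10-s 1-Hz baseline, 110-s post-stimulus read | measure = fluorescence change relative to baseline, converted to B score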
KCNQ1 block = human KCNQ1 channel inhibition. hit rate 1.3% among 310,000. CHO-K1 KCNQ1, FluxOR thallium flux fluorescence; stronger effect = higher value. B-score at 10 µM. P51787. AID 2642;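 active = compounds whose thallium flux B-score, printed positive for inhibition, exceeds three library SD while starting fluorescence stays within three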;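 note: channel opened by potassium depolarization with thallium stimulus after 20 min compound exposure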
KCNK3 block = human KCNK3 channel inhibition, primary screen. O14649. CHO-KCNK3 thallium flux, FluxOR fluorescence; stronger effect = lower value. B-score at 10 µM. hit rate 0.84% among 340,000;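 active = B-score under library mean minus 4 SD, starting fluorescence ratio at most library mean plus 5 SD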;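 note: more negative B-score means stronger inhibition of thallium flux through KCNK3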
hERG protect = hERG (human) protection from proarrhythmic block; CHO-hERG, FluxOR thallium flux, dofetilide IC70 present; activation (rescue from dofetilide block), less the hit threshold, % at 10 µM; hit rate 0.51% among 310,000; AID 1511;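 active = activation above the mean of controls blocked by dofetilide plus 5 SD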;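 note: thallium influx through hERG after potassium depolarization seen as dye fluorescence rise; in these data hits start at about 4.7%; inactives centre near -7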
TRPC4 agonist = opens the mouse TRPC4 cation channel; B-score at 10 µM; HEK293 TRPC4beta/mu-opioid, Fluo4 calcium fluorescence; stronger effect = higher value; hit rate 0.49% among 310,000; Q9QUQ5;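 active = B-score above 5 SD of library B-scores, and initial fluorescence ratio not above library mean plus 5 SD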;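 note: positive B-score marks a calcium rise read as TRPC4 activation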
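system = HEK293 cells stably co-expressing mouse TRPC4beta and mu-opioid receptor | schedule = Fluo4 dye loading 45 min at room temperature, 110 s recording | measure = B-scored integrated calcium fluorescence ratio | signal = Fluo4 calcium-sensitive dye fluorescence, kinetic, 1 Hz baseline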
HDAC3 inhib = human HDAC3 inhibition | O15379 | recombinant HDAC3, fluorogenic peptide/trypsin coupled, fluorescence | hit rate 0.15% among 320,000 | inhibition, % at 8.3 µM; in the data active = inhibition above about 26%, passing the limit was not always enough
TMEM16A act = activates or potentiates the mouse TMEM16A chloride channel; B-score at 10 µM; Q8BHY3; hit rate 0.3% among 340,000; AID 623877; HEK293 TMEM16A/YFP-H148Q/I152L, iodide quench fluorescence; stronger effect = lower value;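 active = fluorescence-ratio B-score plate-corrected deviation score at least 3 library SD below zero, with starting fluorescence score within 5 deviations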;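 note: channel opened by trigger with iodide after compound preincubation; score built on the fluorescence ratio of max minus min over baseline; more negative score means more quench and so TMEM16A activation or potentiation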
KCNK9 block = inhibitors of human KCNK9 two-pore domain potassium channel. Q9NPC2. HEK293 KCNK9, FluxOR thallium flux fluorescence; stronger effect = lower value. B-score at 10 µM. hit rate 1.2% among 310,000. AID 488922;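 active = ratio B-score over 3 SD below the library mean, with starting fluorescence within 5 SD of its mean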;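 note: negative B-score means less thallium flux so channel inhibition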
Starred values were filed as active, the others as inactive; i = inactive; · = not tested or not shown. Some of the compounds tested. The share of hits here may be higher or lower than overall.

SMILES	TMEM16A inh	TRPC4 potent	DYRK1A inh	KCNQ1 act	KCNQ1 block	KCNK3 block	hERG protect	TRPC4 agonist	HDAC3 inhib	TMEM16A act	KCNK9 block
CCOc1ccc(CNC(=O)CCc2cn(C)c3ccccc23)cc1OC	i	i	-1	i	i	i	-1	i	-2	i	i
COC(=O)c1[nH]c(C)c(/C(O)=C2\C(=O)C(=O)N(CCN3CCOCC3)C2c2ccco2)c1C (stereo not drawn)	i	i	·	i	i	i	-12	i	4	i	i
CN(C)S(=O)(=O)c1ccc(Cl)c(NC(=O)CSc2nc3ccccc3c(=O)n2CCCN2CCOCC2)c1	i	i	-1	i	i	i	-13	i	0	i	i
Cn1c(NCCCN2CCOCC2)nc2c1c(=O)n(Cc1ccc(Cl)cc1)c(=O)n2C	i	i	-3	i	i	i	-12	i	0	i	i
CC(C)(C)C(=O)Nc1ccc(-c2cc3cc(Cl)ccc3o2)cc1	i	i	2	i	i	i	-3	i	-4	i	i
COc1cccc(CN2CCCC(CNC(=O)c3ccc(F)cc3)C2)c1OC (stereo not drawn)	i	i	0	i	i	i	-8	i	3	i	i
COc1ccc(NC(=O)c2ccc(NC(=O)CSc3nccc(=O)[nH]3)cc2)cc1	i	i	1	i	i	i	-14	i	5	i	i
CC(C)=CCC/C(C)=C/CC/C(C)=C/CC/C(C)=C/CC1=C(C)C(=O)c2ccccc2C1=O	i	i	8	i	i	i	-18	i	·	i	i
CC1(C)CC(CC(=O)O)(c2ccc(Cl)cc2)CCO1 (stereo not drawn)	i	i	10	i	i	i	-4	i	8	i	i
Cc1ccc(-n2ncc3c(=O)n(CC(=O)N4CCN(c5ccccc5F)CC4)cnc32)cc1C	i	i	-11	7*	i	i	0	i	-8	i	i
O=C(NCc1cccc(Cl)c1)NC(=O)c1csc([N+](=O)[O-])c1	i	i	0	i	i	i	-10	i	1	i	i
Cn1c(CN2CCN(S(C)(=O)=O)CC2)nc2cc([N+](=O)[O-])ccc21	i	i	-1	i	i	i	-5	i	11	i	i
Cc1noc(NS(=O)(=O)c2ccc(N/C=C\C(=O)c3ccncc3)cc2)c1C	i	i	22	i	i	i	-15	i	4	i	i
Fc1ccc(NC(=S)Nc2cccnc2)c(F)c1F	i	i	·	i	i	i	-4	i	·	i	i
Cn1c(C(=O)N2CCOCC2)cnc1Sc1ncc(C(F)(F)F)cc1Cl	i	i	0	i	i	i	-4	i	-4	i	i
CS(=O)(=O)N(CC(=O)Nc1ccc2c(c1)OCO2)c1ccc2c(c1)OCO2	i	i	0	i	i	i	-3	i	7	i	i
COCCCNc1c2c3c(cccc3[nH]c1=O)C(=O)c1ccccc1-2	i	·	65*	·	·	i	·	·	3	i	·
O=C(O)CCc1nn2c3ccccc3nc2n(Cc2ccccc2)c1=O	i	i	-3	i	i	i	-2	i	-2	i	i
COc1ccc(/C=N/NC(=S)NCc2ccccc2)cc1OC	i	i	-5	i	i	i	-9	i	-5	i	i
O=C(c1ccccc1-c1ccccc1)N1CCN(c2ccccn2)CC1	i	i	-1	i	i	i	-16	i	5	i	i
COc1cc(C(=O)NCCc2cn3ccc(C)cc3n2)cc(OC)c1OC	i	i	2	i	i	i	-7	i	·	i	i
O=C(NCc1ccccc1)C(c1ccccc1)N(C(=O)c1csnn1)C1CC1 (stereo not drawn)	i	i	1	i	i	i	-6	i	6	i	i
O=C(NC(Cc1ccccc1)C(=O)O)/C(=C/c1cccc(Br)c1)NC(=O)c1ccco1 (stereo not drawn)	i	i	21	i	i	i	-3	i	-1	i	i
COc1cccc(CNc2ccc(F)c(Cl)c2)c1OC	i	i	7	i	i	i	5	i	4	i	i
O=[N+]([O-])c1cccc(-c2noc(COc3ccccc3)n2)c1	i	i	0	i	i	i	-9	i	-3	i	i

Next part.
SMILES	TMEM16A inh	TRPC4 potent	DYRK1A inh	KCNQ1 act	KCNQ1 block	KCNK3 block	hERG protect	TRPC4 agonist	HDAC3 inhib	TMEM16A act	KCNK9 block
CN1CCN(C(CNS(=O)(=O)c2cccs2)c2cccnc2)CC1 (stereo not drawn)	i	i	2	i	i	i	-7	i	-3	i	i
COc1ccc(N(C(=O)c2ccco2)C(C(=O)NC2CCCC2)c2ccccc2)cc1 (stereo not drawn)	i	i	2	i	i	i	-7	i	5	i	i
O=C(CN1C2CCCC1CC(NC(=O)C1CCCCC1)C2)Nc1ccccc1C(F)(F)F (stereo not drawn)	i	i	-7	i	i	i	-9	i	3	i	i
O=C(CSc1nnc(NC(=O)c2ccc(F)cc2)s1)NCc1ccco1	i	i	·	i	i	i	-2	i	2	i	i
CN1CCN(/N=C/c2ccc(N(C)c3ccccc3)cc2)CC1	i	i	-9	i	i	i	-13	i	6	i	i
O=C(Cc1ccc(Cl)c(Cl)c1)Nc1cccnc1	i	i	4	i	i	i	-3	i	6	i	i
CC(OC(=O)CN1C(=O)NC2(CCCC2)C1=O)C(=O)c1ccc(C(C)(C)C)cc1 (stereo not drawn)	i	i	-4	i	i	i	-20	i	9	i	i
CCCCn1c(=N)n(CC(O)COc2cccc(C)c2)c2ccccc21 (stereo not drawn)	i	i	2	i	7*	i	-24	i	8	i	i
O=C(COC(=O)/C=C/c1cccc(F)c1)Nc1ccccc1	i	i	-1	i	i	i	-7	i	-1	i	i
O=C(c1ccc(Cl)c(Cl)c1)N1CCC(O)(CN2CCOCC2)CC1	i	i	1	i	i	i	-6	i	2	i	i
O=C(c1cc(F)c(F)cc1Cl)N1CCCCC1	i	i	-6	i	i	i	-5	i	1	i	i
CC(=O)Oc1cccc(C(=O)Nc2ccc(NC(=O)c3cccs3)cc2)c1	i	i	5	i	i	i	-2	i	-4	i	i
CCCOc1ccc(C(=O)CCC(=O)OCC(=O)Nc2ccc(Oc3ccccc3)cc2)cc1	i	i	·	i	i	·	-4	i	3	·	i
Cc1nc2ccc(C(=O)N(C)CC3CCCN(CCc4ccc(Cl)cc4)C3)cc2[nH]1 (stereo not drawn)	i	i	-5	i	i	i	-7	i	2	i	i
Cc1ccccc1CC1(CO)CCCN(C(=O)c2ccc(F)cc2)C1 (stereo not drawn)	i	i	3	i	i	i	-11	i	4	i	i
Cc1cccc(-c2n[nH]c(=S)n2/N=C/c2ccco2)c1	i	i	·	i	i	i	-2	i	10	i	i
Cc1occc1C(=O)NCCCc1ccccc1	i	i	3	i	i	i	-5	i	7	i	i
CC(C)[C@H](NC(=O)[C@@H]1Cc2c([nH]c3ccccc23)C2c3ccccc3C(=O)N21)C(=O)NCC1CCCO1 (stereo partly drawn)	i	i	16	i	i	i	-7	i	1	i	i
Cn1c(=O)n(Cc2ccccc2)c(=O)c2c1nc1n2CCS1	i	i	1	i	i	i	-4	i	-4	i	i
CCN(CC)P(=O)(Nc1ccc(Br)cc1)c1c(C)nn(CCC#N)c1NC(=O)c1ccc(Cl)cc1 (stereo not drawn)	i	i	-3	i	i	i	-7	i	6	i	i
Cc1cc(=O)oc2cc(O)c(N=Nc3ccccc3)cc12	i	i	-4	i	i	i	-11	i	-7	i	i
CCOC(=O)c1c(C)[nH]c(C)c1S(=O)(=O)N1CCN(c2ccc([N+](=O)[O-])cc2)CC1	i	i	1	i	i	i	-4	i	0	i	i
Cc1cccc(NC(=O)C(=O)NCCCN2CCOCC2)c1	i	i	-1	i	i	i	-6	i	10	i	i
O=C1C2C3C=CC(CC3)C2C(=O)N1c1ccccc1 (stereo not drawn)	i	i	0	i	i	i	-6	i	-2	i	i
COc1ccc(-n2ncc3c2CC(C)(C)CC3NC(=O)c2ccnn2C)cc1 (stereo not drawn)	i	i	-3	i	i	i	-13	i	3	i	i

(continued)
SMILES	TMEM16A inh	TRPC4 potent	DYRK1A inh	KCNQ1 act	KCNQ1 block	KCNK3 block	hERG protect	TRPC4 agonist	HDAC3 inhib	TMEM16A act	KCNK9 block
CCN1CCc2c(sc(NC(=O)c3cc4ccccc4cc3OC)c2C(N)=O)C1	i	i	6	i	i	i	-20	i	-10	i	i
O=C(Cn1nnc(-c2ccccc2F)n1)NCc1ccco1	i	i	3	i	i	i	-22	i	-6	i	i
CCOC(=O)c1csc(NC(=O)CSc2nnnn2-c2ccc3c(c2)OCCO3)n1	i	i	2	i	i	i	-5	i	2	i	i
O=C1CSC(c2ccccc2)N1c1ccc([N+](=O)[O-])cc1 (stereo not drawn)	i	i	13	i	i	i	-3	i	2	i	i
Cc1ccccc1N1Cc2ccccc2C1	i	i	-5	i	i	i	-8	i	-4	i	i
CS(=O)(=O)CCSc1ncccc1C(=O)NCc1cccs1	i	i	·	i	i	i	-4	i	1	i	i
Cc1cccn2c(=O)nc(SCC(=O)N3CCC(Cc4ccccc4)CC3)nc12	i	i	-1	i	i	i	-22	i	4	i	i
O=C(O)c1ccc(SCc2cnc(Cl)s2)cc1	i	i	-4	i	i	i	-6	i	-2	i	i
COCCNC(=S)N1CCN(c2cccc(C)c2C)CC1	i	i	-4	i	i	i	-8	i	0	i	i
CCCn1nc(C(=O)OCC(=O)c2ccccc2)c2ccccc2c1=O	i	i	·	i	i	i	-2	i	2	i	i
CC(=O)c1ccc(N(CC(=O)NC2CCCCC2)C(=O)CNC(=O)c2ccco2)cc1	i	i	-4	i	i	i	-3	i	-2	i	i
COc1cccc(C(=O)Nc2sc3c(c2C(=O)O)CCCC3)c1	i	i	2	i	i	i	-5	i	-5	i	i
COc1ccc(CN2CCC(n3nccc3NC(=O)CCOc3ccccc3)CC2)cc1C	i	i	0	i	i	i	-7	i	·	i	i
O=C(Nc1ccccc1N1CCOCC1)C1CCN(S(=O)(=O)c2cccc(C(F)(F)F)c2)CC1	i	i	-1	i	i	i	-7	i	4	i	i
CC(C)(C)OC(=O)N1CCOCCOCCN(C(=O)OC(C)(C)C)CCOCCOCC1	i	i	2	i	i	i	1	i	·	i	i
C/C=C/c1ccc(OCC(=O)OCc2csc(CC(=O)Nc3ccccc3C)n2)c(OC)c1	i	i	-2	i	i	i	-11	i	-4	i	i
COc1ccccc1NC(=O)Cn1cc(C#N)c2ccccc21	i	i	2	i	i	i	-3	i	-1	i	i

Grouped by structure, the entries above with bromine (2)
SMILES	TMEM16A inh	TRPC4 potent	DYRK1A inh	KCNQ1 act	KCNQ1 block	KCNK3 block	hERG protect	TRPC4 agonist	HDAC3 inhib	TMEM16A act	KCNK9 block
O=C(NC(Cc1ccccc1)C(=O)O)/C(=C/c1cccc(Br)c1)NC(=O)c1ccco1 (stereo not drawn)	i	i	21	i	i	i	-3	i	-1	i	i
CCN(CC)P(=O)(Nc1ccc(Br)cc1)c1c(C)nn(CCC#N)c1NC(=O)c1ccc(Cl)cc1 (stereo not drawn)	i	i	-3	i	i	i	-7	i	6	i	i

Assay outcomes deposited in PubChem BioAssay by several laboratories.
